PfHsp40 yeast – compounds rescuing yeast from Plasmodium falciparum HSP40 toxicity; S. cerevisiae expressing PfHsp40, growth rescue, ATP luminescence; growth rescue, % at 12.5 µM; actives 0.68% (n = 340,000); AID 504582; in the data active means growth rescue above about 28%, passing the limit was not always enough; inconclusive means no clear call, values can overlap the other calls;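 further: yeast W303a lacking pdr1 and pdr3 grown in galactose medium; growth measured after three days at 30 °C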
BoNT F protease – inhibitors of Botulinum neurotoxin F light chain protease | AID 588497 | inhibition, % at 10 µM | actives 0.22% (n = 360,000) | Multiplex microsphere protease cleavage assay, flow cytometry; in the data active means inhibition above about 35%, passing the limit was not always enough; inconclusive means no clear call, values can overlap the other calls; further: plate controls were buffer without enzyme for full effect and enzyme alone for no effect
PrPC surface inh – reduces human prion protein on the cell surface; P04156; cell surface PrPC, TR-FRET read-out; inhibition, % at 13.8 µM; actives 0.43% (n = 370,000); AID 720596; in the data active means inhibition above about 24%; further: 0% = median of the test wells and 100% = reference compound wells
TcdB GH inh – blocks C. difficile toxin B glycohydrolase activity | inhibition, % at 9.99 µM | actives 0.24% (n = 350,000) | TcdB glycohydrolase enzymatic assay, plate reader | AID 652162 | P18177; in the data active means inhibition above about 10%
CCHF vOTU inh – blocks the CCHF virus ovarian tumor domain protease; inhibition, % at 11.5 µM; CCHFV vOTU protease, Pep-AMC fluorescence; actives 0.55% (n = 370,000); in the data active means inhibition above about 30%; further: 0% = vehicle wells with enzyme and 100% = no enzyme wells
BoNT-A LC inh2 – blocks Botulinum neurotoxin A light chain protease; multiplex microsphere protease substrate cleavage, flow cytometry; inhibition, % at 10 µM; actives 0.17% (n = 360,000); AID 588499; further: plate controls were buffer without enzyme for full effect and enzyme alone for no effect
Y pestis TopoI – blocks Yersinia pestis topoisomerase I activity. Y. pestis Topo-I cleavage product accumulation, plate reader. actives 0.064% (n = 360,000). activity, % at 10 µM. AID 504884; in the data active means activity above about 50%, passing the limit was not always enough; inconclusive means no clear call, values can overlap the other calls; further: inactives centre near 2
FadD28 FP inh – M. tuberculosis FadD28 bisubstrate binding inhibition; FadD28 bisubstrate probe binding, fluorescence polarization; inhibition, % at 12.5 µM; actives 0.22% (n = 360,000); AID 588549; in the data active means inhibition above about 8.5%, passing the limit was not always enough; inconclusive means no clear call, values can overlap the other calls
Anthrax LF prot – inhibitors of Bacillus anthracis lethal factor protease; P15917; multiplex microsphere protease cleavage assay, LF; inhibition, % at 10 µM; actives 0.12% (n = 360,000); further: plate controls were buffer without enzyme for full effect and enzyme alone for no effect
The depositor's hits bear a star. Unless noted, no stated cut-off is given here; in the data, active means inhibition above about 30%; inconclusive means no clear call, values can overlap the other calls; inactive means below that. Compounds as they come; about 2.3% have a hit in one of these screens.

Screening Cc1cc(C(=O)COc2ccccc2C#N)c(C)n1C1CC1 returned PfHsp40 yeast -1.4, BoNT F protease -4, PrPC surface inh 3, TcdB GH inh 1.5, CCHF vOTU inh -3, BoNT-A LC inh2 1.5, Y pestis TopoI 14, FadD28 FP inh -1.1 and Anthrax LF prot -2.
`CC(=O)OCC1OC(COC(C)=O)(c2ccc(C)cc2)C(OC(C)=O)C1OC(C)=O` (stereo not drawn) gave PfHsp40 yeast -0.2, BoNT F protease -6, PrPC surface inh -8, TcdB GH inh 0.7, CCHF vOTU inh -1, BoNT-A LC inh2 -0.1, Y pestis TopoI -1, FadD28 FP inh -0.6 and Anthrax LF prot -4.
`Clc1ccc(Cn2cccn2)cn1` gave PfHsp40 yeast -1.0, BoNT F protease -2, PrPC surface inh 5, TcdB GH inh 0.2, CCHF vOTU inh 5, BoNT-A LC inh2 -0.2, Y pestis TopoI -2, FadD28 FP inh -0.3 and Anthrax LF prot -1.
For COc1ccc(-n2ccnc2SCC(=O)NCc2ccccc2)c(OC)c1 the results were PfHsp40 yeast 0.1, BoNT F protease 17, PrPC surface inh 7, TcdB GH inh 0.6, CCHF vOTU inh -4, BoNT-A LC inh2 1.5, Y pestis TopoI 4, FadD28 FP inh -0.6 and Anthrax LF prot -2.
Screening Cc1ccc(NC(=O)C2OCCc3ccccc32)cc1Cl (stereo not drawn) returned PfHsp40 yeast 2.5, BoNT F protease 1, PrPC surface inh 8, CCHF vOTU inh -10, BoNT-A LC inh2 0.6, Y pestis TopoI 10, FadD28 FP inh -5.1 and Anthrax LF prot -2.
Screening CNc1nc(N)c([N+](=O)[O-])c(Nc2cccc(F)c2)n1 returned PfHsp40 yeast 5.2, PrPC surface inh 0, TcdB GH inh 0.8, CCHF vOTU inh -5, Y pestis TopoI 3 and FadD28 FP inh -0.3.
N/C(=N\OS(=O)(=O)c1ccc2ccccc2c1)c1ccccn1 was read as PfHsp40 yeast -0.4, BoNT F protease 1, PrPC surface inh 4, TcdB GH inh 2.2, CCHF vOTU inh -15, BoNT-A LC inh2 -1.0, Y pestis TopoI 8, FadD28 FP inh 0.4 and Anthrax LF prot -1.
Screening N#C/C(=C\c1ccncc1)c1nc2c(s1)CCCC2 returned PfHsp40 yeast -0.2, BoNT F protease 0, PrPC surface inh -7, TcdB GH inh -0.9, CCHF vOTU inh -25, BoNT-A LC inh2 -0.5, Y pestis TopoI -6, FadD28 FP inh -1.6 and Anthrax LF prot 0.
O=Cc1c(Nc2cccc(C(F)(F)F)c2)nc2ccccn2c1=O was read as PfHsp40 yeast 0.4, BoNT F protease inconclusive, PrPC surface inh -4, TcdB GH inh -1.6, CCHF vOTU inh -12, BoNT-A LC inh2 0.6, Y pestis TopoI -11, FadD28 FP inh -3.1 and Anthrax LF prot -6.
`CC(=O)N1CCN(c2ccc(NCc3ccc(-c4ccc(Br)cc4)o3)cc2)CC1` gave PfHsp40 yeast 0.6, BoNT F protease -13, PrPC surface inh -1, TcdB GH inh -0.7, CCHF vOTU inh 13, BoNT-A LC inh2 -0.4, Y pestis TopoI 33, FadD28 FP inh -1.3 and Anthrax LF prot -15.
`O=[N+]([O-])c1cccc(-n2nncc2-c2ccccc2)c1` gave PfHsp40 yeast -0.8, BoNT F protease inconclusive, PrPC surface inh -12, TcdB GH inh -9.9, CCHF vOTU inh -3, BoNT-A LC inh2 -2.0, Y pestis TopoI 0, FadD28 FP inh -0.2 and Anthrax LF prot 8.
Screening Cc1cc2c(c(=O)n1CCc1ccccc1)C(C(C)C)C(C#N)=C(N)O2 (stereo not drawn) returned PfHsp40 yeast 4.4, BoNT F protease 12, PrPC surface inh 3, CCHF vOTU inh 7, BoNT-A LC inh2 0.3, Y pestis TopoI -5, FadD28 FP inh -3.5 and Anthrax LF prot -5.
For Cc1ccc(C)c(N2CCN(CCCNC(=O)Cn3cccc3C(=O)c3ccccc3C)CC2)c1 the results were PfHsp40 yeast 0.0, BoNT F protease -1, PrPC surface inh -20, TcdB GH inh 2.2, CCHF vOTU inh 13, BoNT-A LC inh2 -0.9, Y pestis TopoI 17, FadD28 FP inh -5.4 and Anthrax LF prot -2.
For Cc1ncoc1C(=O)N1CCc2c([nH]c3ccccc23)C1C(C)(C)C (stereo not drawn) the results were PfHsp40 yeast 0.7, BoNT F protease -1, PrPC surface inh 9, TcdB GH inh 0.2, CCHF vOTU inh 10, BoNT-A LC inh2 -0.2, Y pestis TopoI -5, FadD28 FP inh -2.9 and Anthrax LF prot 0.
`COCCn1c(SCC(=O)Nc2ccc3c(c2)CCC3)nc2ccccc2c1=O` gave PfHsp40 yeast 1.0, BoNT F protease 1, PrPC surface inh -5, TcdB GH inh 1.4, CCHF vOTU inh -12, BoNT-A LC inh2 1.2, Y pestis TopoI 24, FadD28 FP inh -1.6 and Anthrax LF prot 0.
For Cn1c(CSc2nc3ccccc3s2)nc2ccccc21 the results were PfHsp40 yeast 0.4, BoNT F protease -5, PrPC surface inh 4, CCHF vOTU inh 6, BoNT-A LC inh2 -3.1, Y pestis TopoI 23, FadD28 FP inh -7.2 and Anthrax LF prot -3.
For CC(C)CC1C(=O)N(Cc2cn(Cc3ccco3)nn2)CCS(=O)(=O)N1Cc1ccc(-c2cccc(CO)c2)cc1 (stereo not drawn) the results were BoNT F protease -4, PrPC surface inh -1, TcdB GH inh 0.6, CCHF vOTU inh 10, BoNT-A LC inh2 -0.5, Y pestis TopoI 13, FadD28 FP inh -14 and Anthrax LF prot -3.
COc1cc(S(=O)(=O)N2CCCCC2)ccc1NC(=O)/C=C/c1ccccc1 was read as PfHsp40 yeast -1.0, BoNT F protease -13, PrPC surface inh 1, CCHF vOTU inh 6, BoNT-A LC inh2 -0.5, Y pestis TopoI -1, FadD28 FP inh -3.7 and Anthrax LF prot -4.
`Cn1ncc(Cl)c1C(=O)NCc1ccc(Cl)cc1` gave PfHsp40 yeast -0.1, BoNT F protease 17, PrPC surface inh 6, TcdB GH inh 0.5, CCHF vOTU inh 10, BoNT-A LC inh2 1.5, Y pestis TopoI -1, FadD28 FP inh -2.2 and Anthrax LF prot 1.
`O=C(/C=C/c1ccccc1)NNC(=O)c1cccc(Cl)c1` gave PfHsp40 yeast -0.1, BoNT F protease -1, PrPC surface inh -5, CCHF vOTU inh 10, BoNT-A LC inh2 -0.3, Y pestis TopoI 7, FadD28 FP inh -2.9 and Anthrax LF prot 0.

Structures from the list above containing an aryl thioether with sulfur outside any ring (3):
For COc1ccc(-n2ccnc2SCC(=O)NCc2ccccc2)c(OC)c1 the results were PfHsp40 yeast 0.1, BoNT F protease 17, PrPC surface inh 7, TcdB GH inh 0.6, CCHF vOTU inh -4, BoNT-A LC inh2 1.5, Y pestis TopoI 4, FadD28 FP inh -0.6 and Anthrax LF prot -2.
`COCCn1c(SCC(=O)Nc2ccc3c(c2)CCC3)nc2ccccc2c1=O` gave PfHsp40 yeast 1.0, BoNT F protease 1, PrPC surface inh -5, TcdB GH inh 1.4, CCHF vOTU inh -12, BoNT-A LC inh2 1.2, Y pestis TopoI 24, FadD28 FP inh -1.6 and Anthrax LF prot 0.
For Cn1c(CSc2nc3ccccc3s2)nc2ccccc21 the results were PfHsp40 yeast 0.4, BoNT F protease -5, PrPC surface inh 4, CCHF vOTU inh 6, BoNT-A LC inh2 -3.1, Y pestis TopoI 23, FadD28 FP inh -7.2 and Anthrax LF prot -3.

Continued.
O=S1(=O)N[C@@H](Cc2ccccc2)COc2cc(N3CCSCC3)ccc21 was read as BoNT F protease -4, PrPC surface inh -1, TcdB GH inh -1.1, CCHF vOTU inh -2, BoNT-A LC inh2 0.3 and Anthrax LF prot -5.
`Cc1cnc(C(=O)Nc2ccc(F)c(F)c2)cn1` gave PfHsp40 yeast -0.5, BoNT F protease -3, PrPC surface inh 0, CCHF vOTU inh 13, BoNT-A LC inh2 -0.1, Y pestis TopoI 5, FadD28 FP inh -1.5 and Anthrax LF prot -1.
O=C(O)C1CCC1C(=O)Nc1nc(-c2ccc(Cl)s2)cs1 (stereo not drawn) was read as PfHsp40 yeast -0.5, BoNT F protease inconclusive, PrPC surface inh 4, TcdB GH inh -0.1, CCHF vOTU inh 0, BoNT-A LC inh2 1.0, Y pestis TopoI -4, FadD28 FP inh 2.9 and Anthrax LF prot 5.
`Cc1sc2nc(CN(Cc3cccs3)C(=O)C3CC3)[nH]c(=O)c2c1C` gave PfHsp40 yeast -1.7, BoNT F protease -12, PrPC surface inh 11, CCHF vOTU inh 6, BoNT-A LC inh2 0.4, Y pestis TopoI 18, FadD28 FP inh -3.6 and Anthrax LF prot 1.
CCCNC(=O)C1CC(=O)N(c2ccc(OCC(=O)Nc3cccc(C)c3C)cc2)C1 (stereo not drawn) was read as PfHsp40 yeast -0.8, BoNT F protease -1, PrPC surface inh -3, TcdB GH inh 1.0, CCHF vOTU inh 4, BoNT-A LC inh2 -0.5, Y pestis TopoI -4, FadD28 FP inh -3.6 and Anthrax LF prot -1.
`CC(C)(C)c1ccc(C(=O)N/N=C/c2cccc(Cl)c2)cc1` gave PfHsp40 yeast 0.9, BoNT F protease -6, PrPC surface inh 8, CCHF vOTU inh 3, BoNT-A LC inh2 0.7, Y pestis TopoI -4, FadD28 FP inh -6.7 and Anthrax LF prot -13.
CC(=O)Nc1sc2c(c1C(c1cccc(Cl)c1)N1CCN(CCO)CC1)CCCC2 (stereo not drawn) was read as PfHsp40 yeast -1.5, BoNT F protease -9, PrPC surface inh -12, TcdB GH inh -0.8, CCHF vOTU inh 9, BoNT-A LC inh2 0.3, Y pestis TopoI 7, FadD28 FP inh 0.9 and Anthrax LF prot -2.
Screening COc1ccc(S(=O)(=O)N2CCCN(C)CC2)cc1 returned PfHsp40 yeast 1.5, BoNT F protease -2, PrPC surface inh 3, TcdB GH inh 0.3, CCHF vOTU inh -8, BoNT-A LC inh2 0.5, Y pestis TopoI -2, FadD28 FP inh 0.4 and Anthrax LF prot 4.
Screening CCC/C(=N/NC(=O)c1nnn(-c2nonc2N)c1CN1CCCCC1)c1ccccc1 returned PfHsp40 yeast -1.0, BoNT F protease -6, PrPC surface inh 5, TcdB GH inh -0.5, CCHF vOTU inh -7, BoNT-A LC inh2 0.0, Y pestis TopoI 27, FadD28 FP inh -1.1 and Anthrax LF prot -6.
Screening COc1cc(C(=O)NC2CCCCC2)ccc1OC1CCN(C(C)=O)CC1 returned PfHsp40 yeast -0.5, BoNT F protease -24, PrPC surface inh -5, TcdB GH inh 0.2, CCHF vOTU inh -5, BoNT-A LC inh2 1.6, Y pestis TopoI 1, FadD28 FP inh -2.5 and Anthrax LF prot 13.
`Cc1cc(C)cc(N(CC(=O)NC2CCCCC2)C(=O)c2csnn2)c1` gave PfHsp40 yeast 2.7, BoNT F protease 10, PrPC surface inh -2, TcdB GH inh 0.9, CCHF vOTU inh 8, BoNT-A LC inh2 2.1, Y pestis TopoI -4, FadD28 FP inh 2.7 and Anthrax LF prot 11.
Screening CC(C)CCNC(=O)CN(CCCN1CCOCC1)C(=O)Cn1nnc(-c2ccc(F)cc2)n1 returned PfHsp40 yeast 1.1, BoNT F protease 5, PrPC surface inh -6, CCHF vOTU inh 8, BoNT-A LC inh2 4.4, Y pestis TopoI 8, FadD28 FP inh -1.1 and Anthrax LF prot 1.
For COc1ccc(Nc2cc(C)c3ccccc3n2)cc1 the results were PfHsp40 yeast -0.2, BoNT F protease -3, PrPC surface inh 10, TcdB GH inh 5.6, CCHF vOTU inh 24, BoNT-A LC inh2 -1.1, Y pestis TopoI -2, FadD28 FP inh -2.8 and Anthrax LF prot -1.
Screening COc1ccc(OCc2nnc(SCC(=O)NCc3ccco3)o2)cc1 returned PfHsp40 yeast 4.4, BoNT F protease 6, PrPC surface inh -8, CCHF vOTU inh -26, BoNT-A LC inh2 0.4, Y pestis TopoI 5, FadD28 FP inh -4.5 and Anthrax LF prot -3.
`O=C(NCc1csc(-c2cccs2)n1)Nc1cccc(Cl)c1` gave PfHsp40 yeast 0.7, BoNT F protease inconclusive, PrPC surface inh -8, TcdB GH inh 2.2, CCHF vOTU inh -5, BoNT-A LC inh2 2.3, Y pestis TopoI 4, FadD28 FP inh -4.9 and Anthrax LF prot -18.
